TGFb SMAD3 inh – qHTS for Inhibitors of TGF-b; AID 588855, 2011; 1.2% of 410,000 active; Potency, µM (top dose mostly 46.1 µM), inactives show at the highest dose activity, negative = inhibition, usual class: inhibitors; HepG2 CAGA-GFP TGF-b/SMAD3 reporter, GFP fluorescence, 18 h; TGF-beta stimulated, 500 pg/mL final; note: potency is the fitted concentration of half-maximal effect; % is set by controls: 0 for no effect and ±100 for the full control effect; nearly all actives have a fitted effect of over 65% in size
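Inhibition of TGF-beta-driven CAGA-GFP reporter expression in HEPG2 cells is measured by cellular GFP fluorescence after 18 h stimulation with 500 pg/mL recombinant TGF-beta in 1% FBS medium at 37 degrees C.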
Nrf2 block – Nrf2 qHTS screen for inhibitors. A549 ARE-Fluc reporter, luciferase luminescence, 18-24 h. Potency, µM (doses to about 46 µM), for inactives: top-dose activity change, negative = inhibition, actives largely listed as inhibitors. 2.1% of 360,000 active; note: potency is the fitted concentration of half-maximal effect; % is set by controls: 0 for no effect and ±100 for the full control effect; nearly all actives have a fitted effect of over 60% in size
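Concentration-response testing used A549 ARE_Fluc cells at 5000 cells/well. Following an 18-24 h compound incubation, viability was read by fluorescence (Ex 405/Em 525) and luciferase output by luminescence.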
HepG2 viability – qHTS for Inhibitors of TGF-b: Cytotox Counterscreen. Potency, µM (doses to about 46.1 µM), for inactives: at the top dose activity change, negative = cytotoxicity, most hits filed as cytotoxic. 0.76% of 410,000 active. HepG2 CAGA-GFP viability, ATP luminescence, 18 h; note: potency is the fitted concentration of half-maximal effect; some results filed as inactive show a strong effect at the top dose
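HepG2 CAGA-GFP cells (1000/well, DMEM with 1% FBS) received compound, then TGF-beta at 500 pg/mL final, and were incubated 18 hours at 37 degrees C. Viability was read by CellTiter-Glo luminescence. Media-only wells were set as complete cell-killing and DMSO as no toxicity.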
S2 tox – Viability Counterscreen for Primary qHTS for Inhibitors of ATXN expression | AID 651635, 2014 | Potency, µM (series often up to 56.7 µM), most hits filed as cytotoxic | 0.49% of 400,000 active | S2 cells (HEK-293 line with an ATXN2-luciferase reporter) viability, CellTiter-Fluor protease fluorescence, 24 h; note: potency is the fitted concentration of half-maximal effect; nearly all actives have a fitted effect of over 40% in size
A549 tox – Nrf2 qHTS screen for inhibitors: counterscreen for cytotoxicity; A549 ARE-Fluc cells, CellTiter-Fluor viability, 18-24 h; Potency, µM (titrated, usually from 46 µM), inactives show at the top dose activity change, negative = cytotoxicity, actives largely listed as inhibitors; 0.16% of 390,000 active; note: potency is the fitted concentration of half-maximal effect; % is set by controls: 0 for no effect and ±100 for the full control effect
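A549 ARE-Fluc cells in 5% FBS OPTI-MEM, 5000 cells/well, rested 2 h then exposed to compounds in concentration-response for 18-24 h at 37 °C. Viability by CellTiter-Fluor fluorescence (Ex 405/Em 525) after 30 min; luciferase luminescence (BugLite, 15 min, RT) read afterwards.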
Nrf2 ARE act – qHTS of Nrf2 Activators. Potency, µM (highest dose often 46.1 µM), for inactives: at the highest dose activation, most hits filed as activators. AREc32 ARE-luciferase reporter (MCF7-derived line), luminescence, 24 h. AID 624171, 2012. 0.31% of 410,000 active; note: potency is the fitted concentration of half-maximal effect; % of control where 0% means no effect; nearly all actives have a fitted effect of over 65% in size
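AREc32 cells carrying an ARE-driven firefly luciferase, 1000 cells/well in OPTI-MEM with 5% FBS, dosed after overnight attachment and incubated 24 hr at 37 deg C. Steady-Glo luminescence read after 30 min at RT.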
IL1B secr inh – qHTS for Inhibitors of Inflammasome Signaling: IL-1-beta AlphaLISA Primary Screen | THP-1 LPS/ATP IL-1B secretion, AlphaLISA, 16 h; stronger effect = lower value | activity change, % at 57.5 µM | 4.7% of 360,000 active | AID 743279, 2014; in the data active = activity change below about -50%; inconclusive = mostly about -30% to -49%; note: % is set by controls: 0 for no effect and ±100 for the full control effect
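THP-1 cells pretreated 1 hr with compounds (up to 57.5 uM final), then stimulated with LPS (250 ng/mL final) plus ATP (1.25 mM final); secreted IL-1B measured by AlphaLISA after 16 hr, decreased signal indicating inhibition.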
ATXN2 expr inh – Primary qHTS for Inhibitors of ATXN expression; HEK-293 ATXN2-luciferase reporter, luminescence, 24 h; Potency, µM (series often up to 57 µM), for the others: at the highest dose activity change, negative = inhibition, usual class: inhibitors; 0.72% of 360,000 active; note: potency is the fitted concentration of half-maximal effect; % is set by controls: 0 for no effect and ±100 for the full control effect; nearly all actives have a fitted effect of over 55% in size
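qHTS (up to 57 uM final) was run with 24 h compound exposure of reporter cells at 37 °C. Each well was multiplexed: SteadyGlo luminescence measured ATXN2-luciferase expression after a fluorogenic Gly-Phe-AFC viability readout (25 uM final).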
MCF10A rerep – A quantitative high throughput screen for small molecules that induce DNA re-replication in MCF 10a normal breast cells | Potency, µM (doses to about 46.1 µM), without a hit: top-dose activity, positive = re-replication, usual class: activators | MCF 10A DNA re-replication, Hoechst nuclear intensity, 48 h | 2.9% of 350,000 active; note: potency is the fitted concentration of half-maximal effect; % of control where 0% means no effect; nearly all actives have a fitted effect of over 50% in size
Numbers without * were called inactive; i = inactive; ? = inconclusive; · = not tested or not shown; & = joins results of further samples; [ ] = remark or other dose. Unless noted, calls come from the whole dose curve; as a rule, active = well fitted curve in the direction sought with a large enough effect; inconclusive = small, poorly fitted or top-dose-only effect, or another doubt; inactive = no such curve, though single readings can be large; an effect the other way counts as inactive or inconclusive.

The line under a structure holds: ATXN2 expr inh | MCF10A rerep | Nrf2 block | Nrf2 ARE act | IL1B secr inh | HepG2 viability | A549 tox | S2 tox | TGFb SMAD3 inh
C=CCN(CC=C)C(=O)COn1nnc2ccc(S(=O)(=O)N3CCOCC3)cc21
→ -2% | -1% | -1% | -0.3% | 9 | 0% | 1% | i | -7%
Cc1ccc(/C=N/NC(=O)c2ccncc2)s1
→ 9% | -5% | 9% | 0.0% | 22 | 7% | 0% | i | 0%
Cc1ccc(NC(=S)Nc2ccc(OC(F)F)c(Cl)c2)cc1F
→ -7% | 7% | ? | 0.2% | -95* | -38% | -7% | i | ?
CC1=CC(C)C2C(=O)N(c3ccccc3)NC(=O)C2C1 (stereo not given)
→ -11% | -5% | 14% | -1.2% | -5 | -7% | -3% | i | ?
CN(CC(=O)NCc1ccc2c(c1)OCO2)S(=O)(=O)c1ccc(Br)s1
→ 1% | 2% | · | 0.5% | 2 | -2% | 6% | i | ?
O=C(Nc1ccc(CN2CCCCC2)cc1)Nc1ccc(Br)cc1Cl
→ 14µM* | 16µM* | -9% | -0.4% | -85* | 0% | ? | ? | 26%
CC(OC(=O)CCc1cc(C(C)(C)C)c(O)c(C(C)(C)C)c1)C(=O)NC1CC1 (stereo not given)
→ 0% | ? | -9% | -0.6% | -11 | 9% | -1% | i | -2%
CCOC(=O)c1c(C)[nH]c(C)c1S(=O)(=O)N1CCC(C(=O)Nc2ccc(OC)c(OC)c2)CC1
→ 2% | · | · | -0.5% | · | -40% | 24% | i | ?
CC1=C(C(=O)Nc2ccc(Cl)cc2)C(c2cccs2)n2nc(SCc3cccc(C)c3)nc2N1 (stereo not given)
→ -2% | · | ? | 0.5% | · | -4% | 0% | i | -18%
CNc1ccccc(-c2ccc3ccccc3n2)c1=O
→ 23% | -5% | ? | ? | -3 | -16% | -5% | i | -3%
O=C(CN1CCN(c2ccc(F)cc2)CC1)NCc1ccc(F)cc1
→ · | ? | 9% | 0.4% | -4 | -6% | 4% | i | -3%
Cc1ccc(-c2ccc(C(=O)Nc3ccccc3)o2)c2ccccc12
→ -8% | ? | 2% | 6.3% | -10 | -10% | 1% | i | ?
CC(C)(C)S(=O)N1Cc2cc(CO)ccc2[C@@H]1CCO (stereo not given in full)
→ 8% | -2% | ? | 1.9% | 19 | -20% | 7% | i | -3%
COCCNC(=S)N/N=C(\C)c1cccc(OC)c1
→ 6% | -15% | 0% | 0.7% | 29 | -19% | 7% | i | ?
O=C(c1ccc(N2CCOCC2)nc1)N1CCCCC1
→ 16% | -4% | 1% | 0.0% | 28 | 5% | 1% | ? | 37%[activator]
CCc1cc2c(-c3ccccc3)cc(=O)oc2cc1OC(C)C(=O)NCC1CCC(C(=O)O)CC1 (stereo not given)
→ -4% | 0% | ? | 4.4% | 21 | 2% | -17% | ? | 5%
Cc1cccc(NC(=O)Cn2nnc(C(=O)Nc3ccc(F)c(Cl)c3)c2N)c1
→ · | 0% | ? | 0.2%&-0.4% | 3 | -1%&-2% | 2%&2% | i | 5%&-16%
O=C(CCc1ccccc1)Nc1c(F)cccc1F
→ 41%[activator] | 3% | ? | 0.3% | -2 | -10% | 17% | i | 15%
N#CC1=C(N)Oc2n[nH]c(-c3ccccc3)c2C1c1ccncc1 (stereo not given)
→ -8% | 19% | -7% | 4.1% | -8 | -2% | -6% | i | -22%
O=C(CN1C(=O)c2ccccc2C1=O)NC1CCC(O)CC1 (stereo not given)
→ -6% | -1% | 9% | -0.7% | 19 | 12% | 1% | i | ?
CC(=O)Nc1ccc(NC(=O)C(C)OC(=O)CNC(=O)c2cccs2)cc1 (stereo not given)
→ 3% | 6% | 5% | 0.3% | 2 | -16% | -10% | i | -11%
S=C(NCCc1ccccc1)NCCc1ccccc1
→ 68%[activator] | 6% | 25% | 3.0% | 0 | -34% | 14% | i | ?
O=C(c1ccc2ccccc2n1)N1CCN(c2ccccc2Cl)CC1
→ 92%[activator] | -19% | ? | 4.3% | -2 | -2% | 5% | i | 1%
COc1ccc(N(CC(=O)Nc2cc(OC)c(OC)cc2C(=O)O)S(=O)(=O)c2c(C)noc2C)cc1
→ 3% | 1% | 16% | -0.3% | 0 | -1% | -4% | i | 4%
Cc1nn(C)c2c1c(C(F)(F)F)cc(=O)n2CC(=O)NCCC(C)C
→ 5% | · | 40% | -0.3% | · | -2% | 2% | i | -2%
COc1cccc(Nc2nnc(SCC(=O)N(CC(C)C)CC(C)C)s2)c1
→ 8% | 5% | · | 2.6% | -15 | -10% | ? | i | 26%
C=CCN1C(=O)S/C(=C/c2ccc(Sc3nc4ccccc4[nH]3)o2)C1=O
→ ? | ? | ? | 0.1% | -28 | -36% | -3% | ? | 20µM*
O=C(c1ccc(CSc2nc3ccncc3n2Cc2ccc(F)cc2)cc1)N1CCCCCC1
→ -24% | · | 18µM* | -0.8% | · | -60% | -4% | ? | ?
Cc1ccc(C2(C)NC(=O)N(CC(=O)Nc3cc(S(=O)(=O)N4CCCCC4)ccc3OC(C)C)C2=O)cc1 (stereo not given)
→ 8% | 11% | -12% | 4.4% | -13 | -24% | -11% | i | 0%
COC(=O)CNC(=O)CSc1nnc(-c2ccc(OC)cc2)n1CC(C)C
→ -1% | 0% | 6% | 0.3% | 9 | -7% | 16% | i | -1%
CCS(=O)(=O)c1nn2c(N)c(/C=C3/C=CC(=O)C(OC)=C3)c(=O)nc2s1
→ -4% | 1% | 13% | 2.3% | 15 | 2% | ? | i | 80%[activator]
CN(C)C(=O)c1ccc(NC(=O)CSc2nnc(-c3ccc4c(c3)OCO4)o2)cc1
→ 7% | -2% | 4% | 0.1% | 4 | 0% | -7% | i | 0%
Cc1ccc(S(=O)(=O)Nc2cccc(C(=O)NCc3ccccn3)c2)cc1F
→ -2% | -2% | -30% | 0.3% | 19 | -2% | -2% | i | ?
Cc1ccc(S(=O)(=O)Nc2ccc3c(c2)C(=O)N([C@H](C)CO)C[C@H](C)[C@@H](CN(C)C(=O)Nc2ccc(C(F)(F)F)cc2)O3)cc1
→ -37% | -4% | -21% | 3.8% | ? | -4% | -2% | ? | -39%
CCOCCc1nn2c(=O)cc(COC(=O)c3ccccc3NC(=O)c3ccc(C)cc3)nc2s1
→ 32%[activator] | · | · | 5.7% | · | -11% | 0% | i | -6%
CCCCN(C(=O)CCCc1nc2ccccc2c(=O)[nH]1)c1c(N)n(CC(C)C)c(=O)[nH]c1=O
→ · | 16% | 6% | -1.1% | 1 | 18% | 8% | i | 6%
CC(=O)N1CCN2C(=O)C1CCCC(=O)c1cc(C(C)C)ccc12 (stereo not given)
→ -1% | 1% | 8% | -0.4% | 4 | -11% | -8% | i | 17%
CCc1ccc(C(=O)c2cnc3ccc(C)cc3c2S(=O)(=O)c2ccc(OC)cc2)cc1
→ -24% | · | ? | 21% | · | -16% | 10% | i | -5%
O=C(Nc1cccc(-c2ccc(N3CCOCC3)nn2)c1)c1ccc(Cl)cc1
→ 45%[activator] | 6% | ? | 0.3% | 15 | -6% | -14% | i | -7%
CC1=CN2CC(O)CN=C2C=C1 (stereo not given)
→ -1% | -2% | -14% | -0.2% | -15 | 0% | -5% | i | -28%

A second format for some results above:
canonical_smiles | ATXN2 expr inh | MCF10A rerep | Nrf2 block | Nrf2 ARE act | IL1B secr inh | HepG2 viability | A549 tox | S2 tox | TGFb SMAD3 inh
CCOCCc1nn2c(=O)cc(COC(=O)c3ccccc3NC(=O)c3ccc(C)cc3)nc2s1 | 32%[activator] | · | · | 5.7% | · | -11% | 0% | i | -6%
CN(C)C(=O)c1ccc(NC(=O)CSc2nnc(-c3ccc4c(c3)OCO4)o2)cc1 | 7% | -2% | 4% | 0.1% | 4 | 0% | -7% | i | 0%
CC1=CN2CC(O)CN=C2C=C1 (stereo not given) | -1% | -2% | -14% | -0.2% | -15 | 0% | -5% | i | -28%
CC(=O)N1CCN2C(=O)C1CCCC(=O)c1cc(C(C)C)ccc12 (stereo not given) | -1% | 1% | 8% | -0.4% | 4 | -11% | -8% | i | 17%
Cc1ccc(S(=O)(=O)Nc2cccc(C(=O)NCc3ccccn3)c2)cc1F | -2% | -2% | -30% | 0.3% | 19 | -2% | -2% | i | ?

Remaining list, next part:
The line under a structure holds: ATXN2 expr inh | MCF10A rerep | Nrf2 block | Nrf2 ARE act | IL1B secr inh | HepG2 viability | A549 tox | S2 tox | TGFb SMAD3 inh
O=C(NNC(=O)c1ccc[nH]1)c1cc(Cl)cc(Cl)c1
→ -3% | -1% | -17% | 4.9% | -5 | 21% | 0% | i | 26%
CCOc1cc(NC(=O)CCl)c(OCC)cc1NC(=O)CCl
→ -37% | 6.5µM* | ? | 7.1µM* | -81* | -57% | 2% | ? | 1%
NS(=O)(=O)c1ccc(CCN2C(=O)/C(=C\c3ccc(Cl)cc3)SC2=S)cc1
→ 25µM* | 10µM* | ? | ? | -85* | 1% | ? | · | -15%
CCNC(=O)C1(C)CCN(C(=O)c2ccc(OC)cc2)C1 (stereo not given)
→ 7% | · | · | 0.1% | -4 | 16% | · | i | 7%
C=CCSc1nnc(N2C(=O)C(O)=C(C(=O)c3ccco3)C2c2ccccc2F)s1 (stereo not given)
→ 0% | ? | 13% | 16% | 27 | -4% | 5% | i | -3%

Screening data deposited in PubChem by National Center for Advancing Translational Sciences (NCATS).
